Screens as filed in PubChem.
mlh1 rad18: NCI yeast anticancer drug screen, S. cerevisiae mlh1 rad18 strain; % growth inhibition at 50 µM; hit rate 11% among 79,000; AID 175;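 also: 0% = growth of vehicle-only cultures of the same strain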
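In this whole-cell yeast screen, a strain with altered DNA damage repair is challenged with compound, and its growth is measured against matched vehicle-treated controls.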
rad50: NCI yeast anticancer drug screen, S. cerevisiae rad50 strain. % growth inhibition at 50 µM. hit rate 10% among 79,000. AID 155;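 also: 0% = growth of vehicle-only cultures of the same strain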
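DNA repair mutant yeast, compound exposure, growth read-out; inhibition is taken relative to vehicle.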
yeast sgs1 mgt1: NCI yeast anticancer drug screen, S. cerevisiae sgs1 mgt1 strain; growth inhibition, % at 50 µM; hit rate 10% among 78,000;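 also: 0% = growth of vehicle-only cultures of the same strain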
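Read-out: growth inhibition vs vehicle controls. Cells: mutant yeast strain deficient in DNA damage repair.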
yeast bub3: NCI yeast anticancer drug screen, S. cerevisiae bub3 mutant strain; AID 167; hit rate 9.9% among 78,000; % growth inhibition at 50 µM;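 also: 0% = growth of vehicle-only cultures of the same strain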
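Screening used yeast with an engineered genetic alteration affecting cell cycle control. Compound-exposed cultures were compared with vehicle cultures, and reduced growth was taken as inhibition.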
cln2 rad14: NCI yeast anticancer drug screen, S. cerevisiae cln2 rad14 strain | AID 165 | growth inhibition, % at 50 µM | hit rate 8.3% among 78,000;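 also: 0% = growth of vehicle-only cultures of the same strain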
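Readout is yeast growth inhibition versus vehicle-treated controls, using a strain with cln2 and rad14 alterations exposed to compound.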
mec2-1: NCI yeast anticancer drug screen, S. cerevisiae mec2-1 strain. % growth inhibition at 50 µM. hit rate 9% among 79,000. AID 157;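 also: 0% = growth of vehicle-only cultures of the same strain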
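Test agents were screened against the mec2-1 yeast strain, with defined DNA repair or cell cycle alteration. Growth was scored as inhibition against vehicle-only controls.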
An asterisk follows results filed as active; . = no result given; & = joins results of further samples. Rule as the data show it: active = growth inhibition above about 70%; inactive = the rest.

compound	mlh1 rad18	rad50	yeast sgs1 mgt1	yeast bub3	cln2 rad14	mec2-1
O=C1c2c(-c3ccccc3)ccc(-c3ccccc3)c2C(=O)c2c(-c3ccccc3)ccc(-c3ccccc3)c21	-13.6	-4.4	2.3	-2.6	-6.8	-3.4
CO[C@@H]1C2C3c4ccccc4C(c4ccccc43)C2[C@H](OC)[C@H]2OC(c3ccccc3)O[C@H]21 (some centres undefined)	-2.6	-13.4	7.2	2.1	10.0	-14.9
Cc1ccc(-n2c(=S)n(-c3ccccc3C)c3nc4ccccc4nc2/c3=N\Nc2ccccc2)cc1	-22.1	-6.8	-14.8	1.3	-16.1	3.5
CC(=O)N1c2ccccc2C2=NN(C)C(=N)SC21 (centres undefined)	1.6	-27.6	-27.3	-5.2	-7.7	-5.7
CN(C)CCC(CCN(C)C)=NO	-12.1	-37.2	3.4	-31.4	15.5	-49.1
CN(C)CCCNc1c2ccccc2nc2ccc([N+](=O)[O-])cc12	29.2	68.3	20.7	39.5	52.5	25.6
C/C(=N/Nc1ccc([N+](=O)[O-])cc1[N+](=O)[O-])C1=CCC(C(C)(C)C)CC1 (centres undefined)	11.8	-6.7	-7.0	-11.6	38.8	-32.5
CCCCCCCCCCCCCCCC(=O)OCC1OC(n2cc(F)c(=O)[nH]c2=O)C(NC(=O)N(CCCl)N=O)C(O)C1O (centres undefined)	-23.1	-16.1	-16.6	-24.4	-2.1	-31.8
CCOC(=O)c1ccc(NCc2ccc3nc(OC)c(OC)nc3c2)cc1	-19.4	-5.7	-13.7	6.8	14.9	-20.5
COC(=O)[C@]12CCC(C)(C)C[C@H]1C1=CC[C@@H]3[C@@]4(C)CC[C@H](OC5OC(CO)C(O)C(O)C5OC5OC(CO)C(O)C(O)C5O)C(C)(C)[C@@H]4CC[C@@]3(C)[C@]1(C)CC2 (some centres undefined)	89.5*	89.0*	91.4*	90.9*	90.0*	90.8*
CC(=O)CN=C(C)NNc1ccc([N+](=O)[O-])cc1[N+](=O)[O-]	-16.6	10.8	15.6	36.0	10.5	-5.8
Cc1c(C)c2ccc(N)cc2[nH]c1=O	-9.4	-7.0	-8.6	-11.4	-45.2	3.4
CCc1ccc(C(=O)O)c2ccccc12	51.6	68.1	35.1	8.4	51.6	24.9
O=C1Cc2ccccc2CN1	32.3	-7.0	-3.5	2.1	19.6	13.3
CC1(C)[C@@H]2CC[C@]1(C)[C@@H](OC(=O)CSC#N)C2	99.2*	99.4*	99.3*	99.6*	98.8*	99.6*
COc1cccc(C=Nc2cc(C)ccn2)c1O.COc1cccc(C=Nc2cc(C)ccn2)c1O.[Cu]	38.6	3.5	9.8	-11.6	14.2	-7.8
O=P(OC1=NCCN1Cc1ccccc1)(OC1=NCCN1Cc1ccccc1)N1CC1	-6.2	16.9	21.7	3.8	32.4	5.6
CC(=O)N(c1ccccn1)c1ccccn1	-31.2	-15.3	-19.9	0.5	-54.5	-10.2
Nc1nc2ncn(O)c2c(=O)[nH]1	-31.8	2.6	12.8	9.0	-1.3	0.6
CC(N)c1c(O)ccc2ccccc12 (centres undefined)	12.1	20.8	1.4	-12.0	-29.6	8.6
Cc1cc(Cl)ccc1NC(=O)C(=O)C(C(=O)c1ccccc1)C1OC(=O)c2ccccc21 (centres undefined)	-9.8	20.9	14.2	-3.2	14.6	-7.5
N#C/C(=C\c1ccc(Cl)cc1)C(=O)N/N=C/c1ccc(Cl)cc1	27.9	24.6	33.0	5.8	1.4	27.1
C/C=C/C(=O)OC(C)CCC(CC)CCCC (centres undefined)	33.0	33.5	29.8	12.1	-15.5	12.6
O=C(CC(O)(C(F)(F)F)C(F)(F)F)c1cccs1	7.5	3.6	3.8	-5.2	-34.9	15.4
CC(=O)NC(O)C(Cl)Cl (centres undefined)	-14.2	-14.7	-7.0	-5.7	-23.3	-6.0
CCOCCOCCOC(=O)CC(C)=O	-11.5	3.5	5.5	-11.8	-22.3	24.9
c1ccc2[nH]c(N=Nc3cccc4c(N=Nc5cc6ccccc6[nH]5)cccc34)cc2c1	8.7	5.1	-13.7	-2.6	18.1	-11.4
CCCCCCC(N)=O	9.8	8.1	-4.0	-6.5	-26.9	2.1
COc1ccccc1-n1on1-c1ccccc1OC	20.1	4.3	-3.4	9.8	-30.9	18.1
CN1CCC(OC(=O)c2ccc3ncccc3c2)CC1	32.0	34.6	17.6	33.9	85.6*	26.6
COc1ccc(CN2CCCN(Cc3ccc(OC)cc3OC)C2c2ccc(N(C)C)cc2)c(OC)c1	12.1	39.9	21.1	15.7	3.6	14.5
CSCC[C@]1(C)C(=O)N(C)[C@H](C(C)(C)C)N1C(=O)c1ccccc1	-3.0	-36.1	12.1	-3.0	31.9	4.0
CC1C(c2ccccc2)=C(c2ccccc2)C(c2ccccc2)=C(c2ccccc2)C1c1ccccc1 (centres undefined)	-10.7	27.6	2.6	-1.2	-5.5	-19.8
O=C1c2c(O)ccc(O)c2C(=O)c2c(NCCNC(=O)C(O)C(O)C(O)C(O)CO)ccc(NCCNC(=O)C(O)C(O)C(O)C(O)CO)c21 (centres undefined)	62.3	54.3	63.2	23.5	59.2	67.9
O=C(Oc1c(Br)cc(Br)cc1C(=O)Oc1ccccc1)C(=O)Oc1c(Br)cc(Br)cc1C(=O)Oc1ccccc1	32.6	52.7	19.9	51.2	28.8	23.9
CCCNc1ncnc2[nH]ncc12	-32.0	-44.1	-39.9	-42.2	-23.0	-25.9
O=C(Nn1c(-c2ccccc2)nc2ccccc2c1=O)c1ccc(Cl)cc1	71.9*	66.5	56.5	68.7	49.5	36.4
CN(N=O)c1nc2c(C(N)=O)ncn2s1	24.1	10.2	5.0	13.9	2.2	16.4
O=C1CCC(=O)N1c1ccc([I+]c2ccc(N3C(=O)CCC3=O)cc2)cc1	14.4	32.5	12.7	-0.8	15.1	6.7
CCCOS(=O)(=O)c1ccc(C)cc1	18.1	16.4	-13.1	-17.9	9.0	-8.8
C=CCNCCNCC=C	6.8	9.4	4.8	-12.3	-9.5	-10.8
CC1=C(Br)S(=O)(=O)N(c2ccccc2)C(CBr)=C1Br	50.1	19.8	16.9	27.7	5.0	18.1
O=C(Oc1c(Cl)c(Cl)c(Cl)c(Cl)c1Cl)c1ccc([N+](=O)[O-])cc1	-9.2	-27.6	-26.6	3.9	-49.0	-1.6
COc1ccc(OC)c2cc(C3(C)SCCCS3)ccc12	-12.2	-9.0	19.2	13.2	15.3	9.3
CCC[n+]1cccc(C#N)c1	22.2	6.2	-7.3	-4.2	-24.9	5.4
Cc1cc2c(cc1C)[n+]([O-])c1c(=O)[nH]c(=O)nc-1n2CC(O)C(O)C(O)CO (centres undefined)	35.6	42.9	39.5	9.5	17.8	20.9
CCOC(=O)C(C#N)(CC(=O)OC)C(c1cccc2ccccc12)c1cccc2ccccc12 (centres undefined)	13.8	10.9	12.7	-7.2	21.0	-12.7
CCCC(=O)Oc1ccc(C(C)C)cc1	10.1&5.8	13.8&6.0	2.0&-8.2	13.3&-9.8	-31.6&10.4	-1.4&-22.3
O=C(Sc1c(-c2ccccc2)c(=O)n(-c2ccccc2)c(=S)n1-c1ccccc1)c1cccs1	77.6*	72.2*	77.9*	84.0*	56.0	73.1*
Cn1c(N)nc2c1c(=O)[nH]c(=O)n2C	21.8	12.6	5.2	-19.4	13.2	-0.8
O=CC(O)C(O)C(O)C(O)C(O)CO (centres undefined)	4.2&19.2&-12.4	-23.8&36.0&-13.5	-6.5&-1.5&-8.8	-0.4&25.1&7.5	-19.8&-44.2&-56.4	-7.3&-10.8&-1.6
Cc1cc(O)n(Cc2ccccc2)c(=O)c1	67.1	48.5	34.6	47.9	-4.8	9.8
O=C(O)c1ccc(CSc2ccc(Cl)cc2)cc1	71.3*	52.0	51.3	18.7	36.7	10.4
O=C(O)/C=C\C(=O)Nc1ccc(S(=O)(=O)Nc2nccs2)cc1	-10.1	-0.8	-15.2	1.6	2.6	-3.5
CCCCNc1ccc2c(c1)Cc1ccccc1-2	-8.3	18.9	15.8	-18.8	3.2	-4.1
O=C(Nc1ccc(C(=O)c2ccccc2)cc1)Nc1ccc(Cl)c(Cl)c1	94.7*	92.5*	94.8*	96.1*	94.5*	95.2*
Cc1c(Cl)cccc1NC(=O)/C=C/C(=O)O	-13.8	-6.1	.	.	.	3.1
C=C1C(=O)OC2/C=C(\C)CC(O)/C=C(/C)CC(OC(=O)C(O)(CO)C(C)S)C12 (centres undefined)	-22.7	-14.0	-22.4	-3.8	3.0	6.5
CC1CC(=O)NC(=O)C1	-22.7	-7.2	-18.8	6.3	-13.0	-4.1
COc1ccc(NC=O)c(C(O)CCNC(C)=O)c1 (centres undefined)	-34.5	-15.4	-19.6	-39.1	0.5	-10.1

Part of the list above, showing only mlh1 rad18, mec2-1 and rad50:
canonical_smiles	mlh1 rad18	mec2-1	rad50
CCCNc1ncnc2[nH]ncc12	-32.0	-25.9	-44.1
CSCC[C@]1(C)C(=O)N(C)[C@H](C(C)(C)C)N1C(=O)c1ccccc1	-3.0	4.0	-36.1

Later entries:
| Structure | mlh1 rad18 | rad50 | yeast sgs1 mgt1 | yeast bub3 | cln2 rad14 | mec2-1 |
| --- | --- | --- | --- | --- | --- | --- |
| O=c1c2cncnc2sc2nccn12 | 7.1 | 8.2 | 8.1 | 9.1 | -9.3 | 18.9 |
| Cc1cc(OC(=O)Nc2ccccc2C(F)(F)F)cc(C)c1Cl | 18.3 | 39.0 | 20.4 | 29.7 | 22.4 | 12.3 |
| CCCN(CCC)C(=S)S | 14.4 | 43.1 | 54.1 | 23.2 | 32.7 | 8.0 |
| CC(=O)/C(=C\c1cccc(Cl)c1)C(=O)CCN(C)C | 25.1 | 14.8 | 50.5 | 4.4 | 21.4 | 28.8 |
| CC(C)(C)OC(=O)C1/C(=C/CBr)CN1C(=O)OC(C)(C)C (centres undefined) | -3.5 | -52.1 | -37.9 | -7.3 | -17.3 | -72.3 |
| CN(C)c1ncnc2ncn(C3OC(CO)C(O)C3O)c12 (centres undefined) | 61.7 | 67.6 | 60.2 | -13.2 | 7.3 | 46.6 |
| COc1cc2c(cc1OC)/C(=C(\C#N)CCC(C)=O)NCC2 | -2.5 | -12.8 | -9.2 | 3.3 | 0.1 | -0.8 |
| C[C@]12CCC(=O)C=C1CC[C@@H]1[C@@H]2[C@@H](O)C[C@@]2(C)[C@H]1CC[C@]2(O)C(=O)CO | -35.0 | 12.7 | -31.6 | -30.1 | 7.0 | 2.2 |
| Oc1c2cccc1Cc1cccc3c1OCCOCCOCCOCCOc1c(cccc1Cc1cccc(c1O)C3)C2 | -6.0 | 9.1 | 9.4 | 12.4 | 13.8 | 12.8 |
| CCCCCCC1N=C(N)N=C(N)N1c1cccc(Cl)c1 (centres undefined) | 89.6* | -25.1 | 46.4 | 52.9 | -53.5 | 48.8 |

As entered above.
Cc1cc(OC(=O)Nc2ccccc2C(F)(F)F)cc(C)c1Cl in mlh1 rad18 is listed with 18.3
CC(C)(C)OC(=O)C1/C(=C/CBr)CN1C(=O)OC(C)(C)C (centres undefined) in cln2 rad14 is listed with -17.3
C[C@]12CCC(=O)C=C1CC[C@@H]1[C@@H]2[C@@H](O)C[C@@]2(C)[C@H]1CC[C@]2(O)C(=O)CO in yeast sgs1 mgt1 is listed with -31.6
